KAT2A inh – inhibitors of human GCN5L2 histone acetyltransferase | Q92830 | GCN5L2 HAT assay, ThioGlo1 CoA-SH fluorescence | actives 0.21% (n = 390,000) | Potency, µM (top dose mostly 58.9 µM), without a hit: at the top dose activity change, negative = inhibition, hits mostly inhibitors | AID 504327
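Compounds, pin-transferred from DMSO stocks, meet 20nM GCN5L2 for 15 min before the reaction begins with H3(1-25) peptide (75uM) and acetyl-CoA (70uM). Thiol-reactive ThioGlo1 reports CoA release over 20 min at room temperature.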
N370S GC – inhibits or activates N370S mutant glucocerebrosidase. P04062. N370S GC spleen homogenate, 4MU-glucoside fluorescence. Potency, µM (doses to about 59.4 µM), for the others: at the top dose activity change, negative = inhibition, usual class: inhibitors. actives 0.092% (n = 330,000). AID 2101;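 note: 0% = full enzyme activity and -100% = no enzyme basal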
FEN1 inhibitor – blocks human flap endonuclease 1; P39748; Potency, µM (series often up to 114 µM), for the others: at the top dose activity change, negative = inhibition, most hits filed as inhibitors; AID 588795; Recombinant FEN1 flap cleavage, fluorescence, 15 min; actives 0.35% (n = 390,000); note: nearly all actives have a fitted effect of over 65% in size
Target sequence (P39748 whole entry, looked up): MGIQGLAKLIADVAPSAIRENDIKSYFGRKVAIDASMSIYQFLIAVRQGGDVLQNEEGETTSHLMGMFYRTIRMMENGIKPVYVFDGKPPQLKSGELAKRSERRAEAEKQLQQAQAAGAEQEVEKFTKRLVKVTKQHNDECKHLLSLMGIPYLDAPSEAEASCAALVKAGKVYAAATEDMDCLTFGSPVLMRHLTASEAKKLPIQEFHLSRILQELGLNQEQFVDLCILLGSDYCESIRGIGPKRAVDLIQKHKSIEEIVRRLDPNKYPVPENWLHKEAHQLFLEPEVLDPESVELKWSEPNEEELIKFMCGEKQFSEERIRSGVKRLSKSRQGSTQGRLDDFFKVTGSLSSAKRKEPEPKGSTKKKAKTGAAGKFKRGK
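Steps: FEN1 (10 nM) dispensed; compound added by pin tool; 15 min at room temperature; substrate added to 50 nM final; reads at 0 min and 15 min; data normalized and fitted (four-parameter Hill).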
The depositor's hits bear a star; ? = inconclusive; nt = no result given; & = joins results of further samples; [ ] = remark or other dose. Calls come from the whole dose curve; as a rule, active = well fitted curve in the direction sought with a large enough effect; inconclusive = small, poorly fitted or top-dose-only effect, or another doubt; inactive = no such curve, though single readings can be large; an effect the other way counts as inactive or inconclusive. Unless noted, % is set by controls: 0 for no effect and ±100 for the full control effect; potency is the fitted concentration of half-maximal effect.

SMILES | KAT2A inh | N370S GC | FEN1 inhibitor
Cc1cc(C)n(C(C)CC(=O)Nc2cccc(C(F)(F)F)c2)n1 (centres undefined) | 8% | nt | -7%
Cc1ccc(NS(=O)(=O)c2ccc3c(c2)CC(C)N3C(=O)C2CCC2)cc1Cl (centres undefined) | -19% | nt | -16%
CN(NC(=O)c1ccco1)c1nc2ccccc2nc1C(F)(F)F | -8% | -4% | -1%
O=C(Nc1ccc(F)cc1)Nc1cccnc1Cl | -1% | -4% | 2%
CCOC(=O)c1ccc(NC(=O)c2cc(=O)c3cc(CC)ccc3o2)cc1 | 1% | nt | 1%
CCOc1ccc(CNCCSc2nnnn2C)cc1 | 0% | nt | -2%
CN1C/C(=C/c2cccnc2)C(=O)/C(=C/c2cccnc2)C1 | 4% | 2% | 0%
Cc1ccc(-n2ncc3c(NCCCN4CCOCC4)ncnc32)cc1 | 16% | nt | -5%
CCOCC(=O)N1CCCC(C(=O)OCC)C1 (centres undefined) | -13% | 1% | -6%
COc1cccc(/C=N/Nc2nnc(C)n2N)c1O | 6% | 0% | -4%

The closing seven entries of the part before open the next one:
SMILES | KAT2A inh | N370S GC | FEN1 inhibitor
O=C(Nc1ccc(F)cc1)Nc1cccnc1Cl | -1% | -4% | 2%
CCOC(=O)c1ccc(NC(=O)c2cc(=O)c3cc(CC)ccc3o2)cc1 | 1% | nt | 1%
CCOc1ccc(CNCCSc2nnnn2C)cc1 | 0% | nt | -2%
CN1C/C(=C/c2cccnc2)C(=O)/C(=C/c2cccnc2)C1 | 4% | 2% | 0%
Cc1ccc(-n2ncc3c(NCCCN4CCOCC4)ncnc32)cc1 | 16% | nt | -5%
CCOCC(=O)N1CCCC(C(=O)OCC)C1 (centres undefined) | -13% | 1% | -6%
COc1cccc(/C=N/Nc2nnc(C)n2N)c1O | 6% | 0% | -4%
COc1ccc(NC(=O)CSc2nc3ccccc3n2CC(=O)N2CCCCC2C)cc1 (centres undefined) | -14% | nt | -6%
COc1ccc(-c2csc(NC(=O)c3ccccc3F)n2)cc1 | -11% | 2% | -7%
Cc1ncc([N+](=O)[O-])n1Cc1cccc(F)c1 | -2% | -5% | 5%
Cc1ccc(CN2C(=O)CNC2=S)cc1 | -3% | -4% | 10%
CCN(CC)S(=O)(=O)c1ccc(N2CCOCC2)c(NS(=O)(=O)c2ccc(C(C)C)cc2)c1 | -3% | -1% | 0%
CCOc1ccc(S(=O)(=O)N(CC(=O)N2CCc3ccccc32)Cc2ccco2)cc1 | -9% | 10% | -2%
Cc1cccc(N2CCN(S(=O)(=O)c3ccc4c(c3)n(C)c(=O)c(=O)n4C)CC2C)c1 (centres undefined) | -1% | nt | -2%
O=C(NCC1CCCO1)c1cccc(S(=O)(=O)Nc2ccc(SC(F)F)cc2)c1 (centres undefined) | 3% | nt | 4%
CCOc1ccc(NC(=O)N(CCC(C)C)C(C)c2ccco2)cc1 (centres undefined) | -9% | 22% | 0%
CCCCN(C(=O)CC1CCCC1)c1c(N)n(CCCC)c(=O)[nH]c1=O | -6% | nt | -3%
CCOC(=O)C1CCCN(C(=O)CSc2nc(C)cc(C)n2)C1 (centres undefined) | -4% | -1% | 1%
CCOC(=O)c1c(C)[nH]c(C)c1S(=O)(=O)NCC(=O)Nc1ccc(CC)cc1 | -7% | nt | 4%
Cc1ccc2occ(CC(=O)N(Cc3ccccc3Cl)C3CCS(=O)(=O)C3)c2c1 (centres undefined) | 1% | nt | 7%
CCOC(=O)C1NC(=O)CC1c1ccccc1 (centres undefined) | -5% | -1%[12.8 µM] | 11%
Cc1noc(C)c1NC(=O)Nc1ccc2c(c1)C(=O)N([C@H](C)CO)C[C@H](C)[C@@H](CN(C)C(=O)Nc1ccc3c(c1)OCO3)O2 | 1% | nt | -3%
Cc1ccc(NC(=O)c2cnn(-c3ccc(C)c(C)c3)c2C2CCN(C(=O)OC(C)(C)C)CC2)c(C)c1 | -15% | nt | 1%
CCOC(=O)c1c(C)nc2ccc(Cl)cc2c1-c1ccccc1 | -6% | ? | 3%
CC(=O)Oc1ccc2c(c1)CCC1C2CC[C@@]2(C)C1CC(OC(C)=O)C2OC(C)=O (some centres undefined) | -2% | -1% | nt
Cc1ccc(-c2csc(NCCn3c(-c4ccncc4)nc4cc(C(F)(F)F)ccc43)n2)cc1 | -13% | nt | ?
CCN(CC)S(=O)(=O)c1cc(NS(=O)(=O)c2cccc(C(=O)O)c2)ccc1C | -5% | -2% | 19%

Five compounds out of the list above, arranged by the number in KAT2A inh, low to high:
smiles	KAT2A inh	N370S GC
CCOc1ccc(NC(=O)N(CCC(C)C)C(C)c2ccco2)cc1 (centres undefined)	-9%	22%
CCOC(=O)c1c(C)[nH]c(C)c1S(=O)(=O)NCC(=O)Nc1ccc(CC)cc1	-7%	nt
CCN(CC)S(=O)(=O)c1cc(NS(=O)(=O)c2cccc(C(=O)O)c2)ccc1C	-5%	-2%
CCN(CC)S(=O)(=O)c1ccc(N2CCOCC2)c(NS(=O)(=O)c2ccc(C(C)C)cc2)c1	-3%	-1%
Cc1noc(C)c1NC(=O)Nc1ccc2c(c1)C(=O)N([C@H](C)CO)C[C@H](C)[C@@H](CN(C)C(=O)Nc1ccc3c(c1)OCO3)O2	1%	nt

Next section:
SMILES | KAT2A inh | N370S GC | FEN1 inhibitor
Cc1ccc(Oc2cnc3ccccc3n2)cc1 | -7% | 4% | -1%
CCC(C)NCCOCCOc1ccc(C)cc1OC (centres undefined) | 2% | -13% | 11%
O=C1Nc2ccccc2/C1=C/c1ccc([N+](=O)[O-])cc1 | 0% | -3% | 2%
COc1ccc2nc(SCC(=O)NCCc3ccccc3)[nH]c2c1 | 3% | -12% | 0%
Cc1ccc(C(=O)NNC(=O)CCOc2cccc(C)c2)cc1 | -13% | nt | 2%
Cn1c(=O)c(C(=O)NC2CCCCCCC2)c(O)c2ccccc21 | -1% | ? | 5%
COCCOC(=O)c1[nH]c2c(c1C)C(=O)CC(c1ccccc1)C2 (centres undefined) | -4% | 9% | -7%
Cn1c2ccccc2c2nnc(SCC(=O)Nc3cccc(O)c3)nc21 | -5% | 6% | -16%
O=C(COC(=O)c1ccc(Cl)nc1)NC1CCCCCC1 | -1% | nt | 14%
CN1CCN(c2nc(Nc3ccc(O)cc3)nc3ccccc23)CC1 | -9% | 1% | -34%
O=C(O)c1cccc(-c2ccc(/C=N/Nc3nn[nH]n3)o2)c1 | -10% | -2% | -15%
CCCCSc1nnc(-c2ccc(NC(C)=O)cc2)n1C | -7% | -1% | -2%
CCOC(=O)COc1ccc2c(c1)c(C(=O)OCC)c(C)n2CC | -4% | 21% | -14%
O=C(Nc1cccnc1)c1cc(Br)c(Br)s1 | 1% | -6% | 2%
CN(C(=O)COc1cccc(C#N)c1)C1CCS(=O)(=O)C1 (centres undefined) | 0% | nt | 23%
COc1cccc(C(=O)NCc2ccc3[nH]c(C)cc3c2)c1 | 1% | 19% | 6%
CCCc1cc(C(=O)N2CCCC(Nc3ccc(C)c(C)c3)C2)n(C)n1 (centres undefined) | -30% | 5% | -2%
Cc1ccc([N+](=O)[O-])cc1NC(=O)CN1CCCCC1 | -4% | 3% | 1%
Cc1cc(C)cc(N(C(=O)c2csnn2)C(C(=O)NC2CCCCC2)c2cccnc2)c1 (centres undefined) | 0% | -2% | 34%
Cc1c(OCC(F)(F)F)ccnc1CS(=O)c1nc2ccccc2[nH]1 (centres undefined) | -8% | -6% | -5%
COCc1nnc(NC(=O)c2ccc(Cl)cc2[N+](=O)[O-])s1 | -1% | -16% | -2%
O=C(Nc1ccccc1C(F)(F)F)C1CC(=O)N(c2ccccc2F)C1 (centres undefined) | -5% | -14% | 10%
COc1ccc(CCNc2nc(-c3ccc(F)cc3)cc(C(F)(F)F)n2)cc1OC | -14% | nt | -3%
Cn1nc(C(=O)Nc2cc(Cl)ccc2N2CCCC2)c2ccccc2c1=O | -4% | nt | -13%
CC(=O)c1sc(NC(=O)CCOc2ccccc2)nc1C | -3% | -3% | -4%
Cc1c(C(=O)OCC(=O)NCC2CCCO2)cccc1[N+](=O)[O-] (centres undefined) | -9% | -4% | -3%
O=C(CCCn1cc([N+](=O)[O-])cn1)Nc1ccc2c(c1)OCO2 | 0% | 2% | -4%
COc1ccc(Cl)cc1NC(=O)c1oc(C)nc1C | 0% | -1% | -10%
CCOc1ccc(C(=O)Nn2cnnc2)cc1 | -1% | -1% | -19%
Cn1c(=O)c2c(SCC(=O)Nc3ccc4c(c3)OCCO4)nc(CC(C)(C)C)nc2n(C)c1=O | 1% | 3% | -17%

A run of entries of the results above:
SMILES | KAT2A inh | N370S GC | FEN1 inhibitor
Cc1c(C(=O)OCC(=O)NCC2CCCO2)cccc1[N+](=O)[O-] (centres undefined) | -9% | -4% | -3%
O=C(CCCn1cc([N+](=O)[O-])cn1)Nc1ccc2c(c1)OCO2 | 0% | 2% | -4%
COc1ccc(Cl)cc1NC(=O)c1oc(C)nc1C | 0% | -1% | -10%
CCOc1ccc(C(=O)Nn2cnnc2)cc1 | -1% | -1% | -19%
Cn1c(=O)c2c(SCC(=O)Nc3ccc4c(c3)OCCO4)nc(CC(C)(C)C)nc2n(C)c1=O | 1% | 3% | -17%

Following part.
SMILES | KAT2A inh | N370S GC | FEN1 inhibitor
COc1ccc(NC(=O)c2cc(Cl)ccc2NC(=O)c2ccco2)c(OC)c1 | -9% | 5% | 14%
Cc1nc2ccccc2c2c1C(=O)N(c1cccc(C(=O)O)c1)C2=O | -8% | -7% | 1%
CCN(CC)S(=O)(=O)c1ccc(N=Cc2c(C)c(C#N)c(=O)n(C)c2O)cc1 | -5% | 12% | 2%
COc1ccc2ccccc2c1/C=N/NC(=S)NCCN1CCOCC1 | -10% | -13% | -11%
CSc1cc(C)n(-c2ccccc2C)c(=S)c1C(C)=O | 4% | -4% | 7%
COc1ccccc1[C@@H]1C(c2ccccc2)=NN(c2ccc(Br)cc2)[C@H]1C(=O)N1CCOC1=O | -17%&-11% | 14% | 8%
COC(=O)[C@@H](CC(C)C)N(Cc1ccccc1)S(=O)(=O)N(Cc1ccccc1)[C@@H](CC(C)C)C(=O)OC | -7% | nt | -5%&-8%
COC(=O)C1CN(C(=O)C(C)Oc2ccccc2F)c2ccccc2O1 (centres undefined) | -4% | -15% | 1%
Cc1ccc(S(=O)(=O)c2nc(-c3ccco3)oc2SCC(=O)c2ccc(Cl)cc2)cc1 | -1% | nt | 13%
CCN(CC)C(=O)c1sc(NC(=S)N2CCN(C(=O)C3CCCO3)CC2)c(C(=O)OC)c1C (centres undefined) | -4% | -18% | -4%
O=C(c1cccnc1)N1CCCc2ccccc21 | -1% | 3% | 4%
Cc1cccc(-n2c(O)c(C=Nc3ccc(O)cc3)c3ccccc3c2=O)n1 | -6% | ? | ?
O=C(c1ccc(Cl)cc1)C(CN1CCCCC1)c1ccccc1 (centres undefined) | 19% | -1% | -5%
Cc1ccc(-c2cc(C(=O)N3CCN(c4ccccc4O)CC3)c3ccccc3n2)o1 | -16% | ? | 2%
COc1ccc(C)cc1S(=O)(=O)N(C)CC(=O)NCc1ccco1 | -8% | 0% | -1%
CCOC(=O)c1ccc(-c2ccc(C=O)o2)cc1 | -3% | 12% | 0%
Cc1[nH]c2ccccc2c1CCNS(=O)(=O)c1ccc(S(N)(=O)=O)cc1 | -2% | -16% | -6%
C=C(C)c1cccc(C(C)(C)NC(=O)NCc2ccncc2)c1 | -13% | 20% | 17%
O=C(C1=C(O)C(=O)N(Cc2ccco2)C1c1cccc(O)c1)c1ccco1 (centres undefined) | -10% | -13% | 10%
COC(=O)[C@H](CCSC)NC(=O)Nc1ccc(C)c(C)c1 | 0% | -12% | -4%
COc1ccc(S(=O)(=O)Nc2nccs2)cc1OC | -9% | 26% | 6%
COc1ccc(Nc2ccc3cc(S(=O)(=O)N4CCCC4)ccc3n2)cc1OC | -9% | nt | -6%
CCC(SC1=N/C(=C/c2ccccc2OC)C(=O)N1c1ccccc1)C(=O)Nc1cc(C)on1 (centres undefined) | ? | 11% | -9%
COc1ccc(CCN2CC(C(=O)N(C)CCOc3ccccc3)CCC2=O)cc1 (centres undefined) | -2% | -7% | -6%
CN(C(=O)COC(=O)c1ccccc1NCCO)C1CCS(=O)(=O)C1 (centres undefined) | -13% | ? | 7%
CCOc1cccc2cc(-c3nc4sc5c(c4c(=O)[nH]3)CCC(C)C5)c(=O)oc12 (centres undefined) | -5% | nt | -6%
COc1ccc(C2C=C(c3cccs3)Nc3nc(CCCO)nn32)cc1 (centres undefined) | ? | 8% | nt
